Mtb UGM inh: inhibitors of M. tuberculosis UDP-galactopyranose mutase | P9WIQ1 | purified UGM, fluorescence polarization probe displacement | inhibition, % at 10 µM | 0.06% of 320,000 active | AID 504406; in the data active means inhibition above about 10%, passing the limit was not always enough
Target sequence (P9WIQ1 whole entry, looked up): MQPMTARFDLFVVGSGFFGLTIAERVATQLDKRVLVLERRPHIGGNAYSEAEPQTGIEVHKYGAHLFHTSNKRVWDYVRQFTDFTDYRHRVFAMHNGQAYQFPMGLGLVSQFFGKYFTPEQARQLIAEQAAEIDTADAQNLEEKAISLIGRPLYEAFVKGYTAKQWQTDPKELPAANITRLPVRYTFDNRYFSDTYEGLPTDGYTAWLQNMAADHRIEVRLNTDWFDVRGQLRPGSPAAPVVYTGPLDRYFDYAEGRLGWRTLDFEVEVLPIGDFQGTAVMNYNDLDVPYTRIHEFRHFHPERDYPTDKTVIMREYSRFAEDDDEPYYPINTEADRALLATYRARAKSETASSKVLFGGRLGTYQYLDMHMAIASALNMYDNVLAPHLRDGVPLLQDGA
Vc quorum ag: quorum light induction in luxS cqsA deficient V. cholerae. 0.16% of 350,000 active. V. cholerae BH1578 lux reporter, luminescence, 6 h. activation, % at 18.7 µM. AID 588436; in the data active means activation mostly above about 9.7%, no sharp cut-off; further: not every result past the cut was called active; inactives centre near 0; reference of the scale not given here
MazEF act: activators of E. coli MazEF toxin-antitoxin RNase; FAM/BHQ RNA-DNA oligo cleavage fluorescence, 5 h; activation, % at 20 µM; 0.32% of 350,000 active; AID 504720; in the data active means activation above about 50%
Target sequence (P0AE70 whole entry, looked up): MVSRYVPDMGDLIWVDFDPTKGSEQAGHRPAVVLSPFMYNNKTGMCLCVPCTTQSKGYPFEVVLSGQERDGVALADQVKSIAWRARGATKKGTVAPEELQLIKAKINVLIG
PriA SSB inh: blocks PriA binding to SSB C-terminal tail | AlphaScreen SSBct-PriA binding, biotinylated peptide | inhibition, % at 33 µM | 0.6% of 430,000 active; in the data active means inhibition mostly above about 37%, no sharp cut-off; inactive means mostly below about 20%;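 further: plate controls were negative control peptide for no effect and reference peptide for full effect; strong numbers were not always called active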
3CLpro inhibitor: SARS-CoV 3CLpro protease inhibition. 0.14% of 290,000 active. P0C6X7. recombinant SARS-CoV 3CLpro, quenched FRET peptide cleavage. AID 1706. inhibition, % at 6 µM; in the data active means inhibition above about 12%
Rv3671c inh: inhibitors of M. tuberculosis serine protease Rv3671c. P9WHR9. inhibition, % at 5.96 µM. 0.048% of 320,000 active; in the data active means inhibition above about 38%;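 further: extracellular domain of Rv3671c used as enzyme; 0% = enzyme with DMSO and 100% = no enzyme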
GDH-TPI inh: counter-screen for M. tuberculosis FBA inhibitors: GDH-TPI coupled enzymes | GDH-TPI coupled enzyme counterscreen, NADH absorbance | inhibition, % at 4.8 µM | 1.2% of 360,000 active | AID 588335; in the data active means inhibition above about 30%;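 further: 0% = DMSO wells and 100% = wells lacking the enzyme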
VHR inh abs: inhibitors of human VHR1 phosphatase (DUSP3). recombinant VHR phosphatase, pNPP absorbance. AID 1654. 0.52% of 290,000 active. P51452. inhibition, % at 13.3 µM; in the data active means inhibition above about 50%; further: some compounds called inactive have numbers as strong as hits
Target sequence (P51452 whole entry, looked up): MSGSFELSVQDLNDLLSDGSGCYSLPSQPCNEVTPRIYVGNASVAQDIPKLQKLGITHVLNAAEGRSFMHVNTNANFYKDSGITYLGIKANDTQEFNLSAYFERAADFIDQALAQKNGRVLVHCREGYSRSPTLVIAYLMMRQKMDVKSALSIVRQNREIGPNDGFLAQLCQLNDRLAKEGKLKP
FBA Mtb inh: inhibitors of M. tuberculosis fructose-bisphosphate aldolase; inhibition, % at 1 µM; 2.3% of 360,000 active; AID 588726; purified M. tuberculosis FBA, fluorescence read-out; in the data active means inhibition above about 27%;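 further: 0% = vehicle and 100% = reference inhibitor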
Target sequence (P9WQA3 whole entry, looked up): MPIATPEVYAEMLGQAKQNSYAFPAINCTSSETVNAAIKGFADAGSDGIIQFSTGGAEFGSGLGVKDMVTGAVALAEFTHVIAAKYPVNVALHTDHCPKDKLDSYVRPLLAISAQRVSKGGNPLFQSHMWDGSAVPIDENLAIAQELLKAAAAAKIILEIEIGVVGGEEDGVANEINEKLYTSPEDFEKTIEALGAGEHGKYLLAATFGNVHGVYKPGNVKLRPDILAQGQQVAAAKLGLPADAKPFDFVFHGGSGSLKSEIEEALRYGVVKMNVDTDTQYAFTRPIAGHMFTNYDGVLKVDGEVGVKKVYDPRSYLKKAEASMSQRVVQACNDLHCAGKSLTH
Mtb BioA inh: inhibitors of Mycobacterium tuberculosis BioA enzyme; 0.096% of 360,000 active; inhibition, % at 9.99 µM; purified M. tuberculosis BioA enzyme, plate reader; in the data active means inhibition above about 40%
Numbers without * were called inactive; i = inactive; nt = not tested or not shown.

1. COc1ccccc1NS(=O)(=O)c1ccc(C(=O)N2CC(C)OC(C)C2)cc1 (centres undefined)
2. Cc1cccc(C)c1NC(=O)COC(=O)c1ccc2[nH]c3c(c2c1)CCCC3
3. O=C1Cc2ccccc2C(=O)N1CCc1ccccc1
4. COC(=O)c1ccc(NC(=O)c2cccc(N3C(=O)C4C5C=CC(C6CC56)C4C3=O)c2)cc1 (centres undefined)
5. COc1ccc(S(=O)(=O)/N=C2/NC(=O)/C(=C\c3cc(OC)c(OC)cc3[N+](=O)[O-])S2)cc1
6. CCc1cccc(NC(=O)CCCn2c(=O)[nH]c3ccsc3c2=O)c1
Compound,1,2,3,4,5,6
Mtb UGM inh,1.7,-1.7,0.3,1.0,0.2,0.9
Vc quorum ag,i,0.2,-0.2,1.6,i,-0.1
MazEF act,5,-9,10,0,-2,3
PriA SSB inh,-4,-9,10,-7,nt,-8
3CLpro inhibitor,nt,-4,2,0,9,3
Rv3671c inh,5,-5,-51,-11,2,0
GDH-TPI inh,5,24,5,2,6,0
VHR inh abs,nt,1,25,5,-4,33
FBA Mtb inh,-6,5,7,0,-4,-2
Mtb BioA inh,8.4,-1.3,-2.6,1.5,0.0,5.3

7. O=C(Oc1ccc(Br)cc1C(=S)N1CCCC1)c1ccccc1F
8. O=C(O)CC(NNC(=O)c1ccccc1)C(=O)Nc1cccc([N+](=O)[O-])c1 (centres undefined)
9. CCOC(=O)N1CCN(C(=O)CS(=O)(=O)c2cn(Cc3ccccc3C)c3ccccc23)CC1
10. Cn1c(=O)c2c(nc(Br)n2C/C=N/NC(N)=S)n(C)c1=O
11. COc1ccc(S(=O)(=O)N2CCCOC2CNC(=O)C(=O)NCCCN2CCOCC2)cc1 (centres undefined)
12. O=C(O)c1ccccc1-c1nc2ccccc2n1-c1ccccc1
Compound,7,8,9,10,11,12
Mtb UGM inh,-0.4,3.6,-5.6,-1.9,-2.2,-1.7
Vc quorum ag,-4.8,-0.6,1.5,-0.2,-0.5,-0.3
MazEF act,-7,7,-2,5,3,0
PriA SSB inh,-2,-3,2,nt,14,4
3CLpro inhibitor,1,-1,6,5,4,0
Rv3671c inh,-1,0,4,-5,8,-9
GDH-TPI inh,5,17,-7,1,8,-1
VHR inh abs,11,4,18,27,37,2
FBA Mtb inh,1,4,2,0,4,0
Mtb BioA inh,-1.7,-1.7,-0.3,-0.1,-0.9,nt

13. O=C(CNC(=O)Cc1ccccc1)NCC(=O)OCc1ccc(C(=O)c2ccccc2)cc1
14. NC(=O)c1ccc(NC(=O)COC(=O)CNC(=O)c2sc3ccccc3c2Cl)cc1
15. CCOP(=O)(OCC)C(NC(=O)c1ccccc1)C(Cl)(Cl)Cl (centres undefined)
16. Cc1cc(C)nc(N2CCC(C(=O)NC3CCCc4ccccc43)CC2)n1 (centres undefined)
17. N#Cc1c(N2CCNCC2)nc(-c2ccco2)c2c1CCCC2
18. Cc1ccc(S(=O)(=O)c2c(C)nn(C(C)(C)C)c2OC(=O)C(C)(C)C)cc1
Compound,13,14,15,16,17,18
Mtb UGM inh,0.0,1.1,-1.4,1.7,1.0,-1.0
Vc quorum ag,2.0,i,0.1,i,i,-0.5
MazEF act,-1,-5,6,3,14,9
PriA SSB inh,-3,-3,-3,-2,-16,-44
3CLpro inhibitor,4,nt,2,-2,0,5
Rv3671c inh,3,0,-2,2,-3,7
GDH-TPI inh,9,0,3,-2,1,4
VHR inh abs,5,nt,14,19,8,32
FBA Mtb inh,-1,2,0,8,8,-3
Mtb BioA inh,-2.9,-1.1,0.3,-1.4,0.5,-1.3

19. Cc1ccc(NC(=S)N2CCC(NC(=O)c3ccco3)CC2)cc1C
20. CC(=O)c1ccc(N2CCN(C(=O)CNS(=O)(=O)c3ccc4c(c3)OCCCO4)CC2)c(F)c1
21. Cc1ccc(CNC(=O)c2ccc(N3CCc4ccccc43)c([N+](=O)[O-])c2)cc1
22. CC(/C=N/NC(=O)c1nnn(-c2nonc2N)c1CN(C)C)=C\c1ccco1
23. CC12CC3CC(C)(C1)CC(C(=O)Nc1nncs1)(C3)C2
24. COc1c(N2CCN(C(=S)Nc3ccc(F)cc3)C(C)C2)c(F)cc2c(=O)c(C(=O)O)cn(C3CC3)c12 (centres undefined)
Compound,19,20,21,22,23,24
Mtb UGM inh,-1.6,nt,0.0,-1.2,0.4,-2.4
Vc quorum ag,-0.3,-2.9,-0.3,-0.9,i,-0.8
MazEF act,2,-3,9,-16,6,1
PriA SSB inh,9,8,66*,i,-3,-12
3CLpro inhibitor,-4,nt,1,0,1,5
Rv3671c inh,-9,nt,9,-2,4,7
GDH-TPI inh,3,5,16,35*,9,-4
VHR inh abs,21,nt,24,13,8,23
FBA Mtb inh,1,-1,-3,2,2,1
Mtb BioA inh,-0.9,4.2,nt,8.9,0.7,-0.2

25. CC(C)NC(=O)c1csc([C@@H]2O[C@H](CO)[C@H](O)[C@H](O)[C@H]2O)n1
26. CN(CC(=O)NC(=O)NCc1ccccc1)Cc1ccc(Cl)c(Cl)c1
27. COc1cccc(OC)c1-c1nn2c(-c3ccccc3Cl)nnc2s1
28. CCOC(=O)C(C)On1c(-c2ccc(Cl)cc2)nc2ccc([N+](=O)[O-])cc21 (centres undefined)
29. CCc1nc(SCC(=O)c2ccccc2)c2c(=O)n(C)c(=O)n(C)c2n1
30. Cc1ccc(NC(=O)C2CCC(CNc3c(N4CCC(C)CC4)c(=O)c3=O)CC2)cc1F (centres undefined)
Compound,25,26,27,28,29,30
Mtb UGM inh,nt,1.9,-0.6,0.3,-0.1,2.5
Vc quorum ag,0.6,-0.4,-0.2,-12,i,-0.8
MazEF act,nt,-4,4,-3,10,3
PriA SSB inh,nt,-35,-12,21,-5,4
3CLpro inhibitor,nt,0,1,5,0,1
Rv3671c inh,nt,-13,-9,-4,2,-1
GDH-TPI inh,16,4,11,19,-12,-6
VHR inh abs,nt,2,13,-15,17,0
FBA Mtb inh,3,1,3,2,0,-3
Mtb BioA inh,-0.8,0.2,0.2,nt,nt,nt

31. O=C1OCC=C1NNC(=O)c1cccnc1
32. CCOC(=O)Cc1nnc(NC(=O)CC)s1
33. CC1(C)SC(=S)N(/N=C/c2ccccc2O)C1N(O)C(=O)Nc1ccccc1 (centres undefined)
34. CCCn1cc(SCC(=O)Nc2nnc(C)s2)c2ccccc21
35. C[C@@H]1CC=C[C@H]2[C@H]1C(=O)N(Cc1ccccc1)[C@H]2c1ccoc1
36. Cc1ccc(CNC(=O)c2oc3ccc(S(=O)(=O)N4CCOCC4)cc3c2C)cc1
Compound,31,32,33,34,35,36
Mtb UGM inh,-0.7,2.0,-1.2,-1.2,4.9,0.1
Vc quorum ag,-1.9,-0.4,0.2,i,-0.8,-1.6
MazEF act,-2,8,11,5,3,8
PriA SSB inh,7,-22,nt,-12,-19,-4
3CLpro inhibitor,1,-4,-2,1,nt,0
Rv3671c inh,0,-4,-7,11,-9,-15
GDH-TPI inh,5,6,6,-1,-3,4
VHR inh abs,13,18,-8,6,15,-21
FBA Mtb inh,0,-2,2,-5,-1,1
Mtb BioA inh,nt,-0.2,nt,-1.8,0.4,-0.7

Overlap with the part before: 2 compounds, then new ones.
35. C[C@@H]1CC=C[C@H]2[C@H]1C(=O)N(Cc1ccccc1)[C@H]2c1ccoc1
36. Cc1ccc(CNC(=O)c2oc3ccc(S(=O)(=O)N4CCOCC4)cc3c2C)cc1
37. C=CCNc1nc(-c2c(C)nc3sccn23)cs1
38. O=C(c1cccc2ccccc12)C1CCCN(C(=O)CCN2CCCO2)C1 (centres undefined)
39. O=C(c1cc2ccccc2oc1=O)N(Cc1ccco1)C1CCS(=O)(=O)C1 (centres undefined)
40. CC(C(=O)N1CCCCC1)N(C)CC(=O)Nc1ccc(F)c(F)c1F (centres undefined)
41. Cc1cccc(C)c1NC(=O)C1(NC(=O)C2CCCN2C(=O)OC(C)(C)C)CCCCC1 (centres undefined)
42. Cn1c(CO)cnc1S(=O)(=O)Cc1ccc(Cl)cc1
Compound,35,36,37,38,39,40,41,42
Mtb UGM inh,4.9,0.1,3.0,-0.1,1.5,nt,-2.6,-0.2
Vc quorum ag,-0.8,-1.6,-0.4,6.2,nt,-0.9,-14,-4.2
MazEF act,3,8,-1,13,-5,2,2,2
PriA SSB inh,-19,-4,4,8,-14,nt,-12,-12
3CLpro inhibitor,nt,0,3,4,0,nt,4,-5
Rv3671c inh,-9,-15,-1,3,5,nt,1,5
GDH-TPI inh,-3,4,-4,-4,6,-2,6,-3
VHR inh abs,15,-21,18,-21,-17,nt,-9,34
FBA Mtb inh,-1,1,-1,-8,9,-4,1,-1
Mtb BioA inh,0.4,-0.7,nt,0.7,0.7,-1.7,0.6,-0.9

43. O=C(CSc1ccc(Cl)cc1)Nc1ccc(C2SCCS2)cc1
44. COCCNC(=O)c1onc(CS(=O)(=O)c2cc(C)cc(C)c2)c1C(=O)NCCOC
45. O=C(O)c1cc(NCc2c(F)cccc2Cl)ccc1N1CCOCC1
46. COc1ccccc1NC(=S)NC(=O)CCc1ccccc1
47. Cc1cc(C)nc(NC(N)=NCCc2ccccc2)n1
48. CCC(C)N(C)Cc1cccc(C2(O)CCN(S(=O)(=O)c3ccc(F)c(C)c3)CC2)c1 (centres undefined)
Compound,43,44,45,46,47,48
Mtb UGM inh,-3.9,1.1,0.2,2.9,nt,nt
Vc quorum ag,-0.5,1.0,i,-0.3,i,-0.1
MazEF act,-20,7,-9,3,15,2
PriA SSB inh,-5,-19,-10,-13,-3,-4
3CLpro inhibitor,-2,nt,0,10,nt,-1
Rv3671c inh,5,-2,-3,-18,nt,2
GDH-TPI inh,1,5,6,4,-5,5
VHR inh abs,4,nt,16,-6,nt,-3
FBA Mtb inh,-1,-1,1,-4,-1,3
Mtb BioA inh,nt,7.9,0.1,0.3,1.9,nt

Six entries already listed, sorted by formula weight, rising.
47. Cc1cc(C)nc(NC(N)=NCCc2ccccc2)n1
42. Cn1c(CO)cnc1S(=O)(=O)Cc1ccc(Cl)cc1
40. CC(C(=O)N1CCCCC1)N(C)CC(=O)Nc1ccc(F)c(F)c1F (centres undefined)
45. O=C(O)c1cc(NCc2c(F)cccc2Cl)ccc1N1CCOCC1
48. CCC(C)N(C)Cc1cccc(C2(O)CCN(S(=O)(=O)c3ccc(F)c(C)c3)CC2)c1 (centres undefined)
44. COCCNC(=O)c1onc(CS(=O)(=O)c2cc(C)cc(C)c2)c1C(=O)NCCOC
Compound,47,42,40,45,48,44
Mtb UGM inh,nt,-0.2,nt,0.2,nt,1.1
Vc quorum ag,i,-4.2,-0.9,i,-0.1,1.0
MazEF act,15,2,2,-9,2,7
PriA SSB inh,-3,-12,nt,-10,-4,-19
3CLpro inhibitor,nt,-5,nt,0,-1,nt
Rv3671c inh,nt,5,nt,-3,2,-2
GDH-TPI inh,-5,-3,-2,6,5,5
VHR inh abs,nt,34,nt,16,-3,nt
FBA Mtb inh,-1,-1,-4,1,3,-1
Mtb BioA inh,1.9,-0.9,-1.7,0.1,nt,7.9

(continued)
49. O=C(NCCNC(=O)c1cc(OCC(F)(F)F)ccc1OCC(F)(F)F)Nc1ccc(Cl)cc1
50. COc1ccc(NS(=O)(=O)c2cn(C)c(=O)n(C)c2=O)cc1
51. Cc1cc(NC(=O)c2cnn3c(C(F)F)cc(-c4ccccc4)nc23)no1
52. Nc1nc(Cl)nc2c1ncn2C1OC(CO)C(O)C1O (centres undefined)
53. Cc1cccc(NC(=O)C2C3C=CC(O3)C2C(=O)O)c1 (centres undefined)
54. COc1ccc(Cn2c(CCC(=O)Nc3ccccc3OC)nc3cccnc32)cc1
55. Cc1ccc(N2CC(O)(c3cccs3)[N+]3=C2CCCC3)cc1 (centres undefined)
56. Cc1ccc(CCNC(=O)C2CCCN(S(C)(=O)=O)C2)cc1 (centres undefined)
Compound,49,50,51,52,53,54,55,56
Mtb UGM inh,2.3,-1.4,0.8,nt,2.6,-1.3,1.9,-1.2
Vc quorum ag,nt,0.0,i,-0.5,nt,i,-0.1,i
MazEF act,-19,8,34,nt,nt,-3,-1,4
PriA SSB inh,-4,6,-12,nt,nt,10,-17,5
3CLpro inhibitor,6,-2,1,nt,-6,4,0,-3
Rv3671c inh,-12,5,0,nt,-1,4,2,1
GDH-TPI inh,nt,1,16,3,nt,4,2,-2
VHR inh abs,3,-7,6,nt,20,15,41,1
FBA Mtb inh,nt,-2,-1,1,nt,-5,-1,1
Mtb BioA inh,nt,-2.1,0.7,-1.9,nt,1.5,nt,1.2

This is a subset; the hit share may differ from the screen's.
